Source: PubChem BioAssay (Southern Research Specialized Biocontainment Screening Center)
H37Rv inhibition: M. tuberculosis growth inhibition, HTS (AID 449762) | M. tuberculosis H37Rv growth inhibition, 7H9 media; higher % means a stronger effect | actives 0.59% (n = 330,000) | one-dose inhibition, % at 25 µM; IC50 in µM for titrated hits; in the data active = a potency from the dose series; inconclusive = inhibition above about 70% without an active follow-up result;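 note: bacterial growth assessed after seven days of incubation; strong numbers were not always called active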
influenza NS1A: H1N1 influenza NS1A inhibitors, functional cell based assay (AID 504329); NS1A functional cell-based assay, percent inhibition; higher % means a stronger effect; inhibition, % at 12.5 µM; hits with a dose series show IC50 in µM; actives 0.3% (n = 340,000); in the data active = a potency from the dose series; inconclusive = inhibition above about 27% without an active follow-up result; note: strong numbers were not always called active
VEEV TC-83 Vero: inhibitors of VEEV TC-83 cytopathic effect, confirmation, Vero cells (AID 588727); actives 0.13% (n = 350,000); Vero cells, VEEV TC-83 cytopathic effect inhibition; higher % means a stronger effect; inhibition, % at 20 µM, or IC50 in µM where a hit was titrated; in the data active = a potency from the dose series; inconclusive = inhibition mostly from about 14% at the one dose, without a potency; inactive = the rest, 99 in 100 with inhibition below about 12%; note: strong numbers were not always called active
tuberculosis growth: growth inhibition of non-replicating M. tuberculosis (AID 488890). Mycobacterium tuberculosis non-replicating, growth inhibition; higher % means a stronger effect. inhibition, % at 25 µM; hits with a dose series show IC50 in µM. actives 0.39% (n = 320,000); in the data active = a potency from the dose series; inconclusive = inhibition mostly from about 82% at the one dose, without a potency; inactive = the rest, 99 in 100 with inhibition below about 76%;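 note: plate controls were DMSO cells for no effect and high antibiotic wells for full effect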
PhoP GFP inhibition: PhoP regulon inhibitors, Salmonella typhi PhoP promoter GFP reporter, confirmatory (AID 1850); Salmonella Typhi PhoP-promoter GFP reporter, fluorescence, 4 h; higher % means a stronger effect; one-dose inhibition, % at 50 µM; IC50 in µM for titrated hits; actives 0.33% (n = 310,000); in the data active = a potency from the dose series; inconclusive = inhibition mostly from about 25% at the one dose, without a potency; inactive = the rest, 99 in 100 with inhibition below about 19%;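 note: 0% = induced wells with vehicle and 100% = uninduced wells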
VEEV TC-83 Vero 10K pilot screen: further read-out of VEEV TC-83 Vero, marked with its call; inhibition, %; measured here: 10K pilot screen inhibition
* marks the source's active call; other numbers are inactive results; i = inactive; ? = inconclusive; . = no result given.

SMILES	H37Rv inhibition	influenza NS1A	VEEV TC-83 Vero	tuberculosis growth	PhoP GFP inhibition	others
Cc1ccc(SCC(=O)OCC(=O)NCCc2ccc(S(N)(=O)=O)cc2)c(C)c1	4%	3%	i	-6%	.
Cc1cc(C)n2nc(SCc3cccc(F)c3)nc2n1	5%	24%	0.1%	-1%	7%
CCOC(=O)c1ccc(N/C=C/C(=O)c2ccc(OC)c(OC)c2)cc1	?	0%	1.3%	66%	2%
O=c1cc(-c2ccco2)oc2c1ccc1ccccc12	-2%	-2%	0.7%	3%	-3%
O=C(CSc1nc(=O)n2ccccc2n1)Nc1ccc2c(c1)OCCO2	-14%	-4%	3.8%	-18%	4%
CC1CN(S(=O)(=O)c2cc(C(=O)N(CCc3ccccc3)Cc3ccccc3)ccc2Cl)CC(C)O1 (stereo not drawn)	4%	-9%	5.6%	3%	3%
NC(=S)N/N=C\c1ccccc1OCc1ccccc1	50%	10%	3.0%	?	-6%
O=[N+]([O-])c1ccc(N2CCN(c3ccc(Cl)nn3)CC2)c(Cl)c1	-1%	-5%	i	0%	4%
Cc1ccc(C)c(NC(=O)CCc2ccc(C)o2)c1	3%	1%	i	.	-8%
Cc1cccn2cc(-c3ccc(F)cc3)nc12	-6%	-2%	2.2%	7%	-2%
CC(O)C(O)C(O)C(O)C1NCCS1 (stereo not drawn)	-6%	-4%	1.8%	5%	-7%
CCN(CC)CCCN=Cc1c(O)n(-c2ccccc2C)c(=O)c2ccccc12	-13%	-19%	i	-6%	6%
Cn1c(SCC(=O)n2c3c(c4ccccc42)CCCC3)nnc1-c1ccccc1	6%	6%	0.7%	-15%	2%	VEEV TC-83 Vero 10K pilot screen=1.0
O=C(CSc1ncn(-c2ccccc2)n1)Nc1ccc(Br)cn1	-5%	3%	2.2%	?	-9%
COc1ccc(C)c(S(=O)(=O)Nc2ccc(OCC(=O)O)cc2)c1	-9%	-1%	i	-11%	-12%
Cn1c(=O)c(C(=O)CN2CCOCC2)c(N)n(Cc2ccccc2)c1=O	-7%	4%	1.6%	-12%	6%	VEEV TC-83 Vero 10K pilot screen=0.1
O=C(CN1C(=O)C2C3CCC(C3)C2C1=O)N1CCN(Cc2ccccc2)CC1 (stereo not drawn)	7%	8%	0.4%	-1%	-23%
O=C(COC(=O)c1cc(=O)[nH]c2ccccc12)Nc1nc(-c2cccc(Br)c2)cs1	-1%	-6%	0.3%	11%	-13%
COc1ccccc1C(=O)NCCNC(=O)c1ccco1	-3%	-9%	2.6%	-2%	4%
O=[N+]([O-])c1ccc(C(=S)N2CCN(c3ccc(F)cc3)CC2)cc1	13%	13%	6.6%	3%	-2%
COCC(=O)N1CCCC(N(C)CCc2ccc(OC)c(OC)c2)C1 (stereo not drawn)	-5%	20%	0.6%	-9%	7%
C=CCn1c(-c2cccs2)nc2ccccc21	13%	-6%	0.5%	?	-11%
CC1CCCCC1NC(=O)c1cccc(S(=O)(=O)N2CCN(C)CC2)c1 (stereo not drawn)	-3%	-8%	0.8%	-11%	13%
C[C@@]1([C@@H](NP(=O)(c2ccccc2)c2ccccc2)c2ccccc2)C[C@H]1CCO	-2%	-1%	0.8%	40%	-3%
COc1ccc(-n2c(Cc3cccn3C)nnc2SCC(=O)Nc2cc(Cl)ccc2OC)cc1	13%	7%	9.4%	16%	-7%
(list continues)
SMILES	H37Rv inhibition	influenza NS1A	VEEV TC-83 Vero	tuberculosis growth	PhoP GFP inhibition	others
CCc1cc(C(=O)Nc2ccc(S(=O)(=O)NC3=NCCCCC3)cc2)sc1C	44%	-3%	8.2%	11%	4%
CCC(CC)c1nnc(NC(=O)c2ccc(N3CCCC3=O)cc2)s1	0%	-1%	1.5%	7%	4%
Cc1ccccc1Nc1c(-c2cccnc2)nc2ccc(Br)cn12	5%	-12%	5.4%	38%	5%
CCOC(=O)c1oc2ccccc2c1NC(=O)c1cccc(OC)c1	6%	-1%	6.0%	20%	-5%
CC1CCC(NC(=O)COC(=O)C2CC3CCCC(C2)C3=O)CC1 (stereo not drawn)	5%	-6%	1.1%	20%	1%
CC(=O)N1c2ccc(S(=O)(=O)NCCC(=O)N(C)Cc3ccccc3)cc2CC1C (stereo not drawn)	-5%	4%	0.5%	1%	3%
N/C(COc1ncn(-c2ccccc2)n1)=N\S(=O)(=O)c1ccc(Cl)cc1Cl	3%	-2%	2.5%	11%	-4%
Cc1ccc(S(=O)(=O)N(CC(=O)NCc2cccs2)c2ccccc2)cc1	.	9%	0.9%	.	.
Cc1occc1-c1nnc(SCC(=O)N2CCCCC2)o1	-6%	11%	3.7%	?	7%
O=C1C(=Nc2cccc(Cl)c2)CC(c2ccc(Cl)cc2)N1c1cccc(Cl)c1 (stereo not drawn)	15%	0%	0.7%	4%	11%
Cc1ccc(NC(=O)CCN2C(=O)c3ccccc3S2(=O)=O)cc1F	-4%	-3%	2.2%	-37%	14%
COc1ccc(CC(=O)NNC(=O)[C@@H]2CCCC[C@@H]2C(=O)O)cc1	3%	-10%	1.4%	16%	-4%
CCOc1ccc(N2CC(O)=C(c3nc4ccccc4c(=O)[nH]3)C2=N)cc1	-2%	-6%	1.4%	-23%	11%
COc1cccc(C(=O)N(c2ccc(C)cc2)C2C=CS(=O)(=O)C2)c1 (stereo not drawn)	-6%	15%	i	-10%	1%
Cc1ccc(NC(=O)/C=C/c2cccs2)c([N+](=O)[O-])c1	1%	13%	4.2%	21%	4%
Cc1ccc(NC(=O)CCNS(=O)(=O)c2cccc3nonc23)cc1	1%	5%	1.0%	1%	-2%
CCC(C)(C(=O)NC1CCCC1)N(Cc1cccs1)C(=O)c1ccccn1 (stereo not drawn)	-1%	5%	1.3%	1%	9%
Fc1ccc(-c2ccc(-c3nn4c(-c5ccco5)nnc4s3)o2)cc1	3%	3%	8.0%	2%	-1%
O=C(Nc1ccccc1F)c1ccc(C(=O)c2ccccc2)cc1	50%	-4%	1.8%	?	-3%
O=C(Nc1ccc(F)cc1)C1CCCN1S(=O)(=O)c1cccc2nsnc12 (stereo not drawn)	0%	-6%	0.7%	-2%	16%
CCCc1c(C(=O)OCC)sc(N)c1C#N	3%	3%	3.7%	2%	6%
COc1ccc2[nH]c(=O)c(CNc3ccc(C)cc3C)cc2c1	-10%	4%	2.7%	11%	7%
C/C(CC(=O)Nc1ccc(C)c(Cl)c1)=N\NC(=O)c1ccccn1	?	-3%	2.9%	69%	8%
CCNC(=O)N(CC)C[C@H]1N[C@@](C)(C(=O)OC)[C@H]2C(=O)N(Cc3ccccc3)C(=O)[C@@H]12	0%	13%	1.3%	-9%	.
Cc1ccc2cc(/C=N/Nc3nc4ccccc4[nH]3)c(Cl)nc2c1	.	-13%	i	.	.	VEEV TC-83 Vero 10K pilot screen=0.0
Carrying on:
SMILES	H37Rv inhibition	influenza NS1A	VEEV TC-83 Vero	tuberculosis growth	PhoP GFP inhibition	others
Cc1ccc(C(=O)O/N=C(\N)c2ccccn2)c(C)c1	-6%	-3%	32%	0%	-12%
CC(=O)Nc1cc(C)nn1-c1nc(C)cc(C)n1	4%	-8%	1.0%	-5%	14%
O=C1c2ccccc2C(O)N1Cc1cccs1 (stereo not drawn)	0%	-12%	0.1%	14%	-9%	VEEV TC-83 Vero 10K pilot screen=0.8
COc1ccccc1Nc1nc(-c2sc(NC(=O)CC(C)C)nc2C)cs1	2%	13%	9.3%	5%	-8%
O=C(CN1C(=O)NC2(CCCCCC2)C1=O)NCCc1ccccc1	2%	-7%	0.2%	20%	.
CSc1ccc(/C=N/N2CCN(c3ccccc3)CC2)cc1	16%	-1%	14%	1%	-8%
CC(=O)Nc1ccc(S(=O)(=O)N2CCC(C(N)=O)(N3CCCCC3)CC2)cc1	-7%	5%	2.3%	-12%	-29%
CCCn1nnnc1NC(=O)CSc1ccc(Cl)cc1	-3%	-2%	1.4%	?	6%
CCCCNC(=O)CCn1nc(-c2ccc(Cl)cc2)c2ccccc2c1=O	-9%	-15%	1.0%	34%	4%
COCCCN1C(=O)c2ccc(C(=O)NCCc3ccccc3)cc2C1=O	0%	0%	3.1%	16%	9%
CC(Oc1ccc(Cl)cc1Cl)c1nc(-c2ccc(NC(=O)c3ccccn3)cc2)no1 (stereo not drawn)	6%	29%	9.5%	0%	-9%
CCN1CCN(c2nc(N(C)c3ccccc3)nc(N)c2[N+](=O)[O-])CC1	4%	3%	1.1%	-12%	3%
OC1(c2ccc(OC(F)F)cc2)CSC(=Nc2cccnc2)N1C1CC1 (stereo not drawn)	-4%	17%	6.0%	47%	-2%
CC(=O)Nc1ccc(NS(=O)(=O)c2ccc(OC(C)C(=O)N3CCOCC3)cc2)cc1 (stereo not drawn)	1%	1%	0.9%	-2%	10%
COc1ccccc1N1CCN(C(=O)C2CC2)CC1	2%	.	0.2%	7%	6%
COc1cccc(OC)c1OCCOc1ccccc1OC(C)C	-5%	-6%	0.6%	-4%	6%
C#Cc1cccc(-n2nnc(C(C)=O)c2C)c1	-6%	2%	i	-12%	-6%
COC(=O)c1ccc(CO/N=C/c2cccc([N+](=O)[O-])c2)cc1	13%	1%	0.7%	14%	5%
OC(COc1cccc(OCC(O)CN2CCCC2)c1)CN1CCCC1 (stereo not drawn)	1%	5%	i	11%	-5%
CCCCn1nc(C(=O)N2CCN(S(=O)(=O)c3ccccc3)CC2)c2ccccc2c1=O	6%	8%	7.4%	4%	-4%
CCCCCn1c(CN2CCCCC2CC)nc2c1c(=O)n(C)c(=O)n2C (stereo not drawn)	-3%	6%	5.2%	0%	-3%
O=C1NC[C@@H](c2ccccc2)OC(=O)[C@H](Cc2ccc(F)cc2)C/C=C\C[C@H]1CC(=O)N(CCO)Cc1ccccc1	7%	10%	4.9%	43%	.
CCn1ccnc1CNC(=O)c1ccc(OC2CCN(C(=O)COC)CC2)cc1	-1%	10%	0.5%	-26%	-19%
COc1ccc(OC)c(C(=O)c2coc3ccc(O)c(CN4CCOCC4)c23)c1	-1%	6%	i	15%	9%
CCc1cc(C(=O)OC)c(NC(=O)CN2CCN(C(=O)C3CCCO3)CC2)s1 (stereo not drawn)	-13%	13%	3.9%	5%	-5%

Not a retest: entries from further up.
SMILES	H37Rv inhibition	influenza NS1A	VEEV TC-83 Vero	tuberculosis growth	PhoP GFP inhibition	others
Cc1ccc(C(=O)O/N=C(\N)c2ccccn2)c(C)c1	-6%	-3%	32%	0%	-12%
CC(=O)Nc1cc(C)nn1-c1nc(C)cc(C)n1	4%	-8%	1.0%	-5%	14%
O=C1c2ccccc2C(O)N1Cc1cccs1 (stereo not drawn)	0%	-12%	0.1%	14%	-9%	VEEV TC-83 Vero 10K pilot screen=0.8
COc1ccccc1Nc1nc(-c2sc(NC(=O)CC(C)C)nc2C)cs1	2%	13%	9.3%	5%	-8%
O=C(CN1C(=O)NC2(CCCCCC2)C1=O)NCCc1ccccc1	2%	-7%	0.2%	20%	.
CSc1ccc(/C=N/N2CCN(c3ccccc3)CC2)cc1	16%	-1%	14%	1%	-8%

Next section
SMILES	H37Rv inhibition	influenza NS1A	VEEV TC-83 Vero	tuberculosis growth	PhoP GFP inhibition	others
COc1ccc(N(C(=O)c2cccc([N+](=O)[O-])c2)S(=O)(=O)c2cccs2)cc1	-13%	6%	2.4%	-15%	-7%
Cc1cccc(Oc2ccccc2NS(=O)(=O)c2ccc(CCC(=O)O)cc2)c1	-2%	-5%	1.7%	-1%	.
Cc1ccc(CNC(=O)COC(=O)c2ccc(S(=O)(=O)N3CCOCC3)cc2)cc1	-7%	-3%	i	8%	.
CN1CCN(C(=O)c2cc3c(=O)n4ccccc4nc3s2)CC1	-11%	-6%	1.8%	-18%	5%
FC(F)(F)c1nnc(-c2ccccc2)nc1Oc1ccc(Cl)cc1Cl	15%	2%	7.1%	?	-5%
CC(=O)c1cccc(N(C(=O)c2csnn2)C(C(=O)NC2CCCC2)c2ccccc2)c1 (stereo not drawn)	2%	-9%	i	4%	5%
COc1cccc(-c2cccc(NC(=O)C3CCN(Cc4cccc(C)n4)CC3)c2)c1	-4%	-7%	0.1%	.	-5%
Cn1c(=O)c2c(nc(NCc3ccco3)n2CC(O)COc2ccccc2)n(C)c1=O (stereo not drawn)	1%	-17%	7.0%	9%	4%
c1ccc(C2N3CCCN23)cc1 (stereo not drawn)	6%	-3%	1.4%	-16%	-7%

Filtered by structure, the entries above containing bromine (three)
SMILES	H37Rv inhibition	influenza NS1A	VEEV TC-83 Vero	tuberculosis growth	PhoP GFP inhibition	others
O=C(CSc1ncn(-c2ccccc2)n1)Nc1ccc(Br)cn1	-5%	3%	2.2%	?	-9%
O=C(COC(=O)c1cc(=O)[nH]c2ccccc12)Nc1nc(-c2cccc(Br)c2)cs1	-1%	-6%	0.3%	11%	-13%
Cc1ccccc1Nc1c(-c2cccnc2)nc2ccc(Br)cn12	5%	-12%	5.4%	38%	5%
